Assay outcomes: PubChem, several laboratories
SUMO1 PPI mod – alters human SUMO1 binding to SIM partners. inhibition, % at 20 µM. P63165. SUMO1 binding to a labelled peptide, TR-FRET, 1 h. 360,000 tested, 0.33% active. AID 602429; in the data active = inhibition above about 37%
CSN deneddyl inh – inhibitors of human CSN-mediated cullin deneddylation; Purified CSN, SCF-Nedd8-OG deneddylation, fluorescence polarization; Q92905; 360,000 tested, 0.38% active; inhibition, % at 12.5 µM;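 active = pattern-corrected inhibition above about 35%, with an unprinted fluorescence ratio check between 0.5 and 1.5, limit read from the data, passing the limit was not always enough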;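 note: 0% = enzyme with substrate and 100% = substrate without enzyme; some results filed as inactive read as strong as hits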
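Material: purified human Csn5 enzyme expressed in HEK293T cells / Medium: Tris buffer pH 7.5, NaCl, DTT, Tween-20, trehalose, ovalbumin / Compound dosing: 12.5 µM single point / Schedule: 90 min incubation of compound, enzyme and substrate at room temperature / Signal: fluorescence polarization of the substrate / Control set: no-enzyme wells high, enzyme-with-substrate wells low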
DNMT1 block – DNMT1 (human) enzyme inhibition | inhibition (reported as % activation of signal), % at 10 µM | P26358 | DNMT1 molecular beacon, Hinp1I cleavage, fluorescence | AID 588458 | 360,000 tested, 0.83% active; in the data active = inhibition above about 50%
NadD block – blocks S. aureus nicotinate mononucleotide adenylyltransferase; purified NadD enzyme, colorimetric absorbance read-out; inhibition, % at 20 µM; 360,000 tested, 0.78% active; AID 602399; in the data active = inhibition above about 26%; note: some compounds past the cut are filed as inactive
Rpn11 block – inhibitors of human proteasome Rpn11; 360,000 tested, 0.59% active; calls only at 20 µM; human 26S proteasome, Ub4-pepOG fluorescence polarization; 20S core pre-blocked with epoxomicin; AID 588493;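 active = inhibition at 20 µM, scaled to each plate's controls, above about 33%, limit read from the data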
Scp-1 inhibitor – blocks human Scp-1 phosphatase activity. inhibition, % at 20 µM. Recombinant Scp1, phosphopeptide, malachite green phosphate absorbance. Q9GZU7. 340,000 tested, 0.88% active;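 active = inhibition above about 50% at 20 µM, limit read from the data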;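 note: plate controls were DMSO wells with enzyme for no effect and wells lacking enzyme for full effect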
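Material – SCP-1 phosphatase catalytic domain, residues 76-261 · Buffer or medium – Acidic Tris acetate buffer with magnesium and detergent · Also added – Phospho 17-mer peptide substrate · Compound – single 20 µM dose, 1% DMSO · Times – 45 min room-temperature reaction, 5 min colour, 30 min stabiliser · Technique – Phosphate-binding colour reagent, absorbance read at 630 nm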
STEP inh – inhibitors of human striatal-enriched phosphatase STEP; P54829; recombinant STEP, OMFP fluorogenic substrate, fluorescence; inhibition, % at 20 µM; 360,000 tested, 0.25% active;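 active = inhibition at 20 µM, scaled per plate between control wells, above about 37%, limit read from the data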;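 note: 0% = DMSO with enzyme and substrate and 100% = substrate only without enzyme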
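medium = Bis-Tris buffer pH 6.0, 2.5 mM DTT, 0.005% Tween 20 | test system = STEP (striatal-enriched tyrosine phosphatase) enzyme, cell-free | measure = normalized % inhibition | compound dosing = 20 µM, 1% DMSO | also added = 25 µM OMFP | schedule = reaction 20 min, ambient temperature | measured by = fluorescence read at 480 nm ex / 540 nm em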
LMPTP inh – LMPTP (human) inhibition. P24666. recombinant LMPTP-A, OMFP fluorogenic substrate, fluorescence intensity. inhibition, % at 20 µM. 360,000 tested, 0.22% active;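 active = compounds that cut the enzyme signal by at least half of the control window in the single-dose screen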;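 note: plate controls were DMSO wells with enzyme plus substrate for no effect and substrate without enzyme for full effect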
Target sequence (P24666 whole entry, looked up): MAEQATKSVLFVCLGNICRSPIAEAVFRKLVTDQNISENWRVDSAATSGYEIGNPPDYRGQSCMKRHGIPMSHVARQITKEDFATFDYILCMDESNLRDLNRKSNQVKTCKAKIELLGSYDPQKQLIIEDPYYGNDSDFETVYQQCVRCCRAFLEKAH
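Test system: LMPTP-A, protein tyrosine phosphatase of low molecular weight; Input: 0.625 nM enzyme; Incubation: 50 min dark incubation at room temperature; Signal: endpoint fluorescence intensity from OMFP dephosphorylation; Read-out basis: % inhibition versus control wells.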
Neddyl block – cullin neddylation inhibition; P61081+Q13564; TR-FRET cullin neddylation, biochemical; calls only at 25 µM; 360,000 tested, 0.58% active; AID 651699; in the data active = inhibition above about 36%
Target sequence (P61081 whole entry, looked up): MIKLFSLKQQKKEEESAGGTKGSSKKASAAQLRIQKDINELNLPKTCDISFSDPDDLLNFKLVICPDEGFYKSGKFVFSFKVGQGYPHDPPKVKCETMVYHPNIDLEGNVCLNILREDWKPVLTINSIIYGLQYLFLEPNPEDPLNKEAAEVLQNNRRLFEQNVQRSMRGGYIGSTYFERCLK
Target sequence (Q13564 whole entry, looked up): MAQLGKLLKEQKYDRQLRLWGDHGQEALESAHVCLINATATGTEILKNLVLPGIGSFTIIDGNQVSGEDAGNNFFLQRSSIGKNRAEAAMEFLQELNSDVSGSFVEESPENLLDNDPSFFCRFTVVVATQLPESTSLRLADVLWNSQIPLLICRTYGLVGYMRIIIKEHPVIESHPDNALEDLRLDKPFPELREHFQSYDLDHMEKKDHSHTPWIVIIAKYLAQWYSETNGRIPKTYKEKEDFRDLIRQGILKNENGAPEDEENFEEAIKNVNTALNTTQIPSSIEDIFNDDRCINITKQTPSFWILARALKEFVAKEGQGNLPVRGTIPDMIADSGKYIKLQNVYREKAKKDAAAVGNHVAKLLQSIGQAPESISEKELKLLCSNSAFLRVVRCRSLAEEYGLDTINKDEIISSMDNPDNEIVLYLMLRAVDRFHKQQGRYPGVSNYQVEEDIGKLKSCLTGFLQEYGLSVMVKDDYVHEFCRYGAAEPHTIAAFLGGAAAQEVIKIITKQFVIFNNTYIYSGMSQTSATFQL
Rin1-Abl PPI inh – human Rin1-Abl interaction inhibition. P00519+Q13671. TR-FRET Rin1/Abl binding, biochemical. inhibition, % at 7.35 µM. 360,000 tested, 0.4% active; in the data active = inhibition above about 5%, passing the limit was not always enough
Starred values were filed as active, the others as inactive; i = inactive; x = not tested or not shown. Rows are unselected. About 3.8% of those tested had a hit in this group.

SMILES	SUMO1 PPI mod	CSN deneddyl inh	DNMT1 block	NadD block	Rpn11 block	Scp-1 inhibitor	STEP inh	LMPTP inh	Neddyl block	Rin1-Abl PPI inh
Nn1c(Cc2cccc3ccccc23)nnc1SCCOc1ccc(Br)cc1	-0.6	-1.4	-0.6	4.5	i	11.9	-0.5	5.1	i	1.2
O=C(Nc1ccc(F)cc1)c1cccnc1NCCc1ccccc1	4.3	-2.0	-10.3	-3.5	i	-6.3	0.0	4.1	i	-1.3
O=C(OCC(=O)N1CCN(C(=O)c2ccco2)CC1)c1ccccc1O	-5.1	1.3	4.2	-1.0	i	-4.8	-1.6	-1.7	i	0.4
CC(C)(C)OC(=O)N(Cc1ccccc1)Cc1ccccc1OCc1cccc(NC(=O)c2ccccc2)c1	0.1	-5.0	1.4	3.2	i	-22.2	-0.2	3.9	i	-4.3
Cn1nccc1C(=O)Nc1sc2c(c1C(N)=O)CCCC2	1.5	2.3	-3.0	-8.6	i	-3.1	1.2	0.9	x	-1.8
COc1cccc(CCNC(=O)C2CCC(=O)N(C3CC3)C2)c1OC (stereo not given)	0.8	2.0	-0.3	0.0	i	-6.9	-0.6	0.4	i	0.7
COc1ccc(N=C2SCC(=O)N2CCc2ccc(OC)c(OC)c2)cc1	3.3	-3.8	1.0	-2.5	i	-22.6	-2.2	-0.7	i	0.3
CCCCS(=O)(=O)N1CCCC(C(=O)N2CCOCC2)C1 (stereo not given)	4.7	2.3	1.0	-4.0	i	-6.5	1.7	-0.8	i	-3.3
CC(C)Nc1nc(NC(C)C)nc(NS(=O)(=O)c2ccc(N)cc2)n1	3.1	3.2	-0.1	4.6	i	-2.4	-0.2	0.7	i	-0.8
COc1ccccc1N1CCN(/N=C/c2ccc(OC)c(OC)c2OC)CC1	-2.7	3.9	-3.0	3.6	i	-6.5	-2.6	-0.1	i	1.8
Cc1cc(Br)cc(Cl)c1OCC(=O)NC(=O)NCc1ccccc1	3.7	3.7	10.5	2.3	i	-9.2	0.4	-0.4	i	2.5
CCN(CC(=O)NCc1cccs1)c1ccc(S(=O)(=O)N2CCN(C)CC2)cn1	1.4	-2.9	2.1	-4.1	i	2.5	-0.6	0.0	i	-2.2
O=C(C1CCCO1)N1CCN(C(=S)Nc2ccccc2F)CC1 (stereo not given)	-3.2	-6.1	-0.1	-2.8	i	-1.2	1.7	-2.2	i	-3.7
COc1ccc(-c2cnc3c(NC=O)cc(-c4ccoc4)cn23)cc1OC	-8.5	4.5	-15.8	7.2	i	x	0.2	0.8	i	-1.0
COc1ccc(C(=O)NC(C)c2nnc(SCC(=O)NC3CCCC3)n2C)cc1 (stereo not given)	4.5	-0.3	0.8	1.8	i	-3.6	1.0	-2.3	i	1.2
NS(=O)(=O)c1ccc(CCNC(=O)c2cc(=O)[nH]c3ccccc23)cc1	-2.0	0.9	-0.7	-10.4	i	1.6	-3.8	-1.1	i	0.7
COc1c(OC2OC(C(=O)O)C(O)C(O)C2O)cc(O)c2c(=O)cc(-c3ccccc3)oc12 (stereo not given)	-15.0	-4.3	3.7	3.1	i	-0.2	3.1	1.9	i	-0.3
CCCCC(=O)N(C)c1c(C)nc2ccc(C(=O)Nc3cccc(OC)c3)cn12	-2.1	2.9	-1.1	-1.1	i	x	2.2	-1.3	i	2.2
O=C(O)c1ccccc1N/C=C\[N+](=O)[O-]	-0.5	0.6	-1.7	3.9	i	5.5	0.3	-0.6	i	-0.3
CN(C)c1ccnc(SCc2ccccc2Cl)c1C#N	4.7	7.4	-4.8	-5.1	i	-6.1	2.0	2.3	i	0.8
O=C(NC(=S)NCc1ccc2c(c1)OCO2)c1ccccc1	-0.2	2.3	-3.3	-10.1	i	-10.5	1.9	0.6	i	2.0
O=C1CC(c2ccccc2)CC(O)=C1C=NCc1ccccc1Cl (stereo not given)	1.3	2.1	-2.6	2.5	i	-8.0	1.5	-0.8	i	-0.4
CCCN(C(=O)COc1ccc(Cl)cc1Cl)c1c(N)n(Cc2ccccc2)c(=O)[nH]c1=O	1.2	-4.3	-7.2	4.1	i	-6.0	-0.3	0.7	i	-0.7
COc1ccc(-c2noc(CCC(=O)N3CCN(c4ccc(Br)cc4)CC3)n2)cc1	-1.3	5.6	10.5	-2.0	i	3.9	-4.4	-2.4	i	-1.7
Cc1oc(-c2ccccc2F)nc1CS(=O)CC(=O)NCc1cccs1 (stereo not given)	3.6	1.8	-1.8	-0.8	i	-3.9	-2.0	-1.7	i	-0.3
NC(=O)CS(=O)(=O)c1nc2ccccc2n1Cc1ccccn1	-0.2	1.7	2.8	-4.3	i	-5.2	1.9	-2.4	i	-1.3
CCOC(=O)Nc1ccc2c(COC(=O)CNS(=O)(=O)c3cccc(Br)c3)cc(=O)oc2c1	-6.2	-4.3	1.9	8.2	i	3.7	-2.6	2.0	i	-10.1
Cc1ccc(Nc2nc(N)nc(N)c2N=O)cc1C	-24.3	-2.0	1.1	-2.5	i	x	-1.3	2.5	i	-8.5
Cc1cccc(SCC(=O)Nc2ccc3c(c2)OCCO3)c1	5.2	3.1	0.0	-3.7	i	-6.9	-0.1	0.2	i	1.5
NC(=O)CC(NC(=O)Cc1cccc2ccccc12)c1ccc(N2CCC(N3CCCC3)CC2)c([N+](=O)[O-])c1 (stereo not given)	-25.9	4.1	-2.4	-7.6	i	2.6	0.6	-1.5	i	1.7
Cc1ccc(Cn2c(N3CCCCCC3)nc3c2c(=O)[nH]c(=O)n3C)cc1	0.1	-3.3	0.8	-0.9	i	-4.3	-1.1	-4.4	i	-2.0
CN(Cc1ccccc1)C(=O)c1cccc(NC(=O)Cc2cccc(NC(=O)C3CCN(C(=O)C4CCC4)CC3)c2)c1	-4.9	-1.1	2.8	13.0	i	-12.4	1.3	0.4	i	-1.4
COc1ccc(C(C)(C)C)cc1NC(=O)CCNC(=O)c1ccco1	2.3	3.0	-0.4	-4.2	i	1.4	-3.0	-0.5	i	4.2
Cc1cc(Cl)ccc1NNC(=O)c1cccs1	0.5	-0.8	1.8	6.4	i	-7.3	2.1	-0.1	i	2.2
Cc1nc2ccc3nc(NC(=O)c4ccc5c(c4)OCCO5)sc3c2s1	15.6	8.6	20.5	2.2	i	-2.7	1.0	0.4	i	-53.1
[O-]/C(=C(\C(=S)Nc1cccc2ccccc12)[n+]1ccccc1)c1ccc(Cl)s1	-9.4	-2.2	-23.9	10.5	i	-0.8	0.3	0.7	i	-3.1
CC(C)Oc1ccc(N2CC(C(=O)Nc3ccccc3C(=O)NC3CC3)CC2=O)cc1 (stereo not given)	1.9	-2.0	1.8	-2.0	i	3.3	0.3	-0.6	i	3.1
O=C(COc1ccccc1C(=O)NCc1ccncc1)Nc1ccc(Br)cc1	3.4	6.1	-0.2	-5.2	i	-6.1	-3.1	-0.5	i	0.5
CCOC(=O)C1(CCCc2ccccc2)CCN(C(=O)CCOC)CC1	-0.5	-2.0	-0.6	-7.1	i	-1.1	-0.7	-1.3	i	0.6
CC(C)[C@@H]1Cc2[nH]c(=S)[nH]c(=O)c2[C@H](CCc2ccccc2)O1	2.8	-5.3	x	5.5	x	x	x	-1.7	i	x
CN(C)c1ccc(NC(=S)NC23CC4CC(CC(C4)C2)C3)cc1	5.3	1.5	-0.9	-3.8	i	5.3	5.2	7.5	i	5.1
O=C1COc2ccc(S(=O)(=O)NCc3ccccc3)cc2N1	2.7	1.9	-1.2	-3.0	i	-5.3	2.4	-0.7	i	1.3
O=C(NCCO)c1ccc(-c2cnc3cccnn23)cc1	-22.8	8.1	0.6	3.2	i	x	-1.7	-0.5	x	-0.2
CCC1(CC)NC(=O)N(CC(=O)OCc2nc3cc(C(=O)OC)ccc3c(=O)[nH]2)C1=O	5.8	-4.5	1.2	-8.1	i	-6.1	-1.0	-1.2	i	-0.7
COc1ccc2c(c1OC)C(=O)O[C@@H]2[C@H]1c2c(cc3c(c2OC)OCO3)CCN1C	3.0	-3.1	2.8	1.3	i	14.9	-4.2	-1.6	i	1.7
CC(=O)Oc1ccccc1C(=O)NC(C)CCc1ccccc1 (stereo not given)	-0.9	-1.7	6.9	-3.4	i	-7.3	2.6	-1.7	i	-0.7
CCOc1cccc(CNCc2cccnc2)c1OCc1ccccc1	4.9	-5.6	1.7	-7.4	i	-6.9	-2.5	-2.0	i	-4.7
O=C1CCCC(O)=C1N=Nc1ccc(Cl)c(Cl)c1	-28.6	0.0	-0.9	-0.4	i	-6.7	1.2	0.7	i	-0.4
O=C(CC1C(=O)NCCN1Cc1cccc(F)c1)NCCCCCN1CCOCC1 (stereo not given)	1.9	-0.9	-4.3	2.1	i	-10.7	-2.9	-2.8	i	-0.1
Cc1cc2occ(CC(=O)N(C)CC(=O)Nc3ccccc3C(F)(F)F)c2cc1C	3.1	-0.8	-2.6	3.7	i	-4.9	-2.7	1.1	i	-0.4
Cc1onc(-c2c(F)cccc2Cl)c1C(=O)NCc1cccs1	-4.2	-2.2	3.4	2.6	i	-8.7	-3.3	-1.6	i	-1.9
COc1ccc(NC(=O)c2ccccc2N(Cc2ccccc2)S(C)(=O)=O)cc1OC	1.7	7.7	4.6	0.8	i	-1.1	-6.1	-0.1	i	-1.1
